DUSP1 inh – MKP-1 phosphatase inhibitors, primary screen, biochemical, in vitro; Dual specificity protein phosphatase 1 (Homo sapiens), P28562; recombinant MKP-1, OMFP hydrolysis fluorescence; inhibition, %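 (compounds tested at a single concentration somewhere between 10 and 100 µM)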; 65,000 compounds, 0.15% hits; AID 374, 2006;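 active = inhibition above about 50%, limit read from the data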;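 note: 0% = DMSO max control wells and 100% = wells with enzyme stopped by NaOH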
Hsp90 inh – tumor Hsp90 inhibitors, primary screen, cell lysate, fluorescence polarization, NCI-N417 lysate; Heat shock protein HSP 90-alpha (Homo sapiens), P07900; Cy3B-geldanamycin FP displacement; inhibition, % at 30 µM; 64,000 compounds, 0.35% hits;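 active = inhibition above 50%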;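 note: 0% = tracer plus lysate wells and 100% = tracer alone without lysate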
SF1 activator – activators of human SF-1, primary screen, cell-based, CHO-K1, Gal4-SF-1 LBD, luciferase luminescence | activation, % at 10 µM | Steroidogenic factor 1 (Homo sapiens), Q13285 | CHO-K1 Gal4-SF-1 LBD luciferase reporter; % increase over DMSO SF-1-specific signal | AID 522, 2006 | 65,000 compounds, 1.9% hits;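 active = activation above the mean activation of all tested compounds plus 3 SD, cut at about 50% in these data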
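System: CHO-K1 cells with Gal4–hSF-1 LBD chimera plus Gal4-driven luciferase; quantity: 4,000 CHO-K1 cells per well; compound: one dose, 10 µM compound, 1% DMSO; times: 20 h compound treatment, 37 °C; measured by: SteadyLite luciferase luminescence; read-out: percent activation versus DMSO; benchmarks: DMSO and mock-transfected background; replicates: one test per compound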
Cdc25B block – inhibitors of Cdc25B phosphatase catalytic domain, primary screen, biochemical, OMFP fluorescence; M-phase inducer phosphatase 2 (Homo sapiens), P30305; recombinant Cdc25B, OMFP fluorescence Ex485/Em525; inhibition, %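 (compounds tested at 10 µM final in the well)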; 65,000 compounds, 0.1% hits; in the data active = inhibition above about 50%
RORa activator – activators of orphan receptor RORA, primary screen, cell-based, luminescence; activation, % at 10 µM; AID 560, 2006; Nuclear receptor ROR-alpha (Homo sapiens), P35398; CHO-K1 Gal4-RORA LBD luciferase reporter; percent increase over mock-subtracted basal signal; 65,000 compounds, 1.5% hits;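 active = activation above the mean of all tested compounds plus 3 SD, cut at about 49% in these data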;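 note: 0% = DMSO-treated RORA cells and 100% = added signal equal to DMSO minus mock-transfected cells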
FXIIa inh mix – human factor XIIa inhibitors, primary screen, biochemical, pooled compound mixtures, fluorogenic substrate; purified FXIIa; 62,000 compounds, 0.2% hits; inhibition, % at 5 µM; AID 684, 2007; Coagulation factor XII (Homo sapiens), P00748; in the data active = inhibition above about 20%, passing the limit was not always enough;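 note: 0% = enzyme without compound and 100% = no enzyme blank; some results filed as inactive read as strong as hits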
D1 mod – D1 CRE-luciferase signal change, two-sided – cell-based, HEK293 D1, dopamine EC30, D1 allosteric modulator project, primary screen. D(1A) dopamine receptor (Homo sapiens), P21728. dopamine EC30 potentiation; actives deviate in either direction. B-score at 10 µM. 58,000 compounds, 5.9% hits;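 active = luminescence count or its row- and column-corrected plate score outside the 99.7% band of the plate's sample wells, on either side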
HER2 expr 66K – inhibitors of Her2 protein expression, primary screen, SKBR-3 cells, AlphaScreen, 66K library. SKBR-3 HER2 protein level, 18-24 h; stronger effect = lower value. HER2 level % of control, % at 10 µM. 65,000 compounds, 0.69% hits;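 active = HER2 level under 5% of the carrier-only control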;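 note: 100% = DMSO carrier and 0% = 500 nM PU-H71 HSP90 inhibitor; lower value means stronger loss of Her2 protein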
Target sequence (P04626 whole entry, looked up): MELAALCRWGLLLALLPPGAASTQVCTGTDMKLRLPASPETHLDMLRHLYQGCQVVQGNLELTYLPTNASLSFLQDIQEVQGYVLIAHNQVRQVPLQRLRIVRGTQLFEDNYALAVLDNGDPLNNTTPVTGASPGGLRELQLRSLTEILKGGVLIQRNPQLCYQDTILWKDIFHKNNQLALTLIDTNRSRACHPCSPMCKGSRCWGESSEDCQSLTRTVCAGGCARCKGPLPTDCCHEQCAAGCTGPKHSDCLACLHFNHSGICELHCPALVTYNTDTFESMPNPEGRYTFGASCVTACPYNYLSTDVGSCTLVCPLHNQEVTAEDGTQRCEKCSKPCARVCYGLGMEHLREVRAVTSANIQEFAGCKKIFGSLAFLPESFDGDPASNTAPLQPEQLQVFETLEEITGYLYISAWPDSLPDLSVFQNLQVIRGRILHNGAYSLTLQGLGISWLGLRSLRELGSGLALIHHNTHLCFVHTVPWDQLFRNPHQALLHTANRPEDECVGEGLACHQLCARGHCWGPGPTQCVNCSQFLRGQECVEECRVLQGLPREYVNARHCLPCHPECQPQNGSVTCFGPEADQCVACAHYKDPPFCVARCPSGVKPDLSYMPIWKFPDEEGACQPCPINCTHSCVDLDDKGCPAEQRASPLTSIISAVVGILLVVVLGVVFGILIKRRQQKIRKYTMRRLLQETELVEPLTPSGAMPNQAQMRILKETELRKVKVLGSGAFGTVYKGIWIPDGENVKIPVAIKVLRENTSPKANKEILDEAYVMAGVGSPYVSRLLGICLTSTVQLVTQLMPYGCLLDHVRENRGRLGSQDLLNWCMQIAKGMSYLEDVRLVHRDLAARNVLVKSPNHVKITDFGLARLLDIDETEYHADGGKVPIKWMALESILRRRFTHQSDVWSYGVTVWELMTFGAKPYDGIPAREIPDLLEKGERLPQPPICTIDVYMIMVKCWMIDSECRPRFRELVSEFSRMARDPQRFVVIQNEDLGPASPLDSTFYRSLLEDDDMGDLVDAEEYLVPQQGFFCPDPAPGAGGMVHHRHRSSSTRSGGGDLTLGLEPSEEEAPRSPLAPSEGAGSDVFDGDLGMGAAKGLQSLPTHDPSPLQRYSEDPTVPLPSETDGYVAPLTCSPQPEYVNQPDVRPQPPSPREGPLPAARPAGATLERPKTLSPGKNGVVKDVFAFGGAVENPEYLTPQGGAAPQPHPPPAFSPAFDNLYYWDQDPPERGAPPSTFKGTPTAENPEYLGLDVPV
TNAP act DEA – human TNAP enzyme activators, primary screen, biochemical, luminescent, intermediate phosphate acceptor level | Alkaline phosphatase, tissue-nonspecific isozyme (Homo sapiens), P05186 | purified TNAP, CDP-star luminescence, 100 mM DEA, 30 min; stronger effect = higher value; scale: 0 levamisole-inhibited, 1 vehicle-only enzyme | activation factor at 20 µM | 64,000 tested, under 10 active | AID 813, 2007;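 active = activation factor of at least 2 at 20 µM, relative to controls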
* hit, by the source's call; nt = not tested or not shown.

SMILES	DUSP1 inh	Hsp90 inh	SF1 activator	Cdc25B block	RORa activator	FXIIa inh mix	D1 mod	HER2 expr 66K	TNAP act DEA
COc1ccc(N2C(=O)CCC(C(=O)Nc3ccccn3)C2c2ccc(OC)c(OC)c2)cc1 (configuration not stated)	29	nt	11	-20	-9	5	0.067	116	1
CCCC1(CCC)NC(=O)NC1=O	-7	-4	7	-15	-23	-20	-0.34	89	0.7
CCc1cccc2c(=O)c(C(=O)N3CCOCC3)c[nH]c12	-10	3	6	-2	-16	14	-0.43	69	0.9
CCOCCCNS(=O)(=O)c1ccc(Br)cc1	-2	-3	-15	-5	-12	5	-0.37	57	0.9
CCCCOc1ccc(C(=O)Oc2ccc(C)nc2)cc1	-2	1	6	0	-6	8	-0.74	102	0.9
CC(Cc1ccccc1)N/C=C1/CC(=O)NC1=O (configuration not stated)	8	5	-11	-1	-28	5	0.29	119	0.9
CS(=O)(=O)N(CC(=O)N1CCC(C(N)=O)CC1)c1ccc(Oc2ccccc2)cc1	5	-6	10	-3	-1	3	-0.52	142	1
CCOC(=O)c1ccc(Oc2nc(NC(C)(C)C)nc(N(C)C)n2)cc1	18	0	-9	-6	-10	-16	-0.74	113	1
COc1cccc(NC(=O)C2CCN(c3ncccn3)CC2)c1	1	-1	-2	5	-20	-6	0.23	97	0.9
Cc1ccc(C(=O)CCC2CCCC2=O)cc1 (configuration not stated)	-24	-3	16	3	48	6	-0.0018	127	0.8
O=C1NC(c2cccs2)Nc2ccccc21 (configuration not stated)	-10	0	-1	-12	-11	-9	0.61	126	0.8
Cc1ccc(/C(O)=C2/C(=O)C(=O)N(CCN3CCOCC3)C2c2cccnc2)cc1 (configuration not stated)	0	-5	-11	-2	-12	7	-1.5	96	0.9

In another format: entries from further up.
Results follow in this order: DUSP1 inh, Hsp90 inh, SF1 activator, Cdc25B block, RORa activator, FXIIa inh mix, D1 mod, HER2 expr 66K, TNAP act DEA
> CS(=O)(=O)N(CC(=O)N1CCC(C(N)=O)CC1)c1ccc(Oc2ccccc2)cc1
→ 5, -6, 10, -3, -1, 3, -0.52, 142, 1
> CCOC(=O)c1ccc(Oc2nc(NC(C)(C)C)nc(N(C)C)n2)cc1
→ 18, 0, -9, -6, -10, -16, -0.74, 113, 1

5 compounds already listed, sorted by molar mass, lowest first.
SMILES	DUSP1 inh	Hsp90 inh	SF1 activator	Cdc25B block	RORa activator	FXIIa inh mix	D1 mod	HER2 expr 66K	TNAP act DEA
Cc1ccc(C(=O)CCC2CCCC2=O)cc1 (configuration not stated)	-24	-3	16	3	48	6	-0.0018	127	0.8
COc1cccc(NC(=O)C2CCN(c3ncccn3)CC2)c1	1	-1	-2	5	-20	-6	0.23	97	0.9
CCOCCCNS(=O)(=O)c1ccc(Br)cc1	-2	-3	-15	-5	-12	5	-0.37	57	0.9
Cc1ccc(/C(O)=C2/C(=O)C(=O)N(CCN3CCOCC3)C2c2cccnc2)cc1 (configuration not stated)	0	-5	-11	-2	-12	7	-1.5	96	0.9
COc1ccc(N2C(=O)CCC(C(=O)Nc3ccccn3)C2c2ccc(OC)c(OC)c2)cc1 (configuration not stated)	29	nt	11	-20	-9	5	0.067	116	1

Quoted at random: 4 entries already listed.
SMILES	DUSP1 inh	Hsp90 inh	SF1 activator	Cdc25B block	RORa activator	FXIIa inh mix	D1 mod	HER2 expr 66K	TNAP act DEA
O=C1NC(c2cccs2)Nc2ccccc21 (configuration not stated)	-10	0	-1	-12	-11	-9	0.61	126	0.8
CC(Cc1ccccc1)N/C=C1/CC(=O)NC1=O (configuration not stated)	8	5	-11	-1	-28	5	0.29	119	0.9
COc1cccc(NC(=O)C2CCN(c3ncccn3)CC2)c1	1	-1	-2	5	-20	-6	0.23	97	0.9
CCOCCCNS(=O)(=O)c1ccc(Br)cc1	-2	-3	-15	-5	-12	5	-0.37	57	0.9

(cont.)
SMILES	DUSP1 inh	Hsp90 inh	SF1 activator	Cdc25B block	RORa activator	FXIIa inh mix	D1 mod	HER2 expr 66K	TNAP act DEA
CCOC(=O)c1ccc(NS(=O)C23CC4CC(CC(C4)C2)C3)cc1 (configuration not stated)	-2	0	-16	-13	-9	4	1.1	87	0.9
N#C[C@@H]1[C@@H]2C(=O)N(c3ccc4c(c3)OCCO4)C(=O)[C@@H]2C2c3ccccc3C=CN21 (some centres not stated)	29	-4	7	5	-11	1	0.14	78	0.9
CN(C(=O)OCc1ccccc1)C(CC(N)=O)C(=O)O (configuration not stated)	8	1	-8	2	-17	-10	nt	130	1
Cc1nnc(Sc2nc3c(c(=O)[nH]c(=O)n3C)n2Cc2ccccc2Cl)s1	5	-2	-12	-9	-3	4	1.4	94	0.9
O=C(CSC1=NC(=O)C(Cc2ccccc2)C(=O)N1)NC1CCCCC1 (configuration not stated)	-9	0	0	5	4	6	0.036	84	0.9
CCOC(=O)C(C)Sc1nnc(Cc2cc(=O)[nH]c(=O)[nH]2)n1-c1ccc(OCC)cc1 (configuration not stated)	7	-4	4	-2	-4	5	-0.45	119	0.9
COc1cccc(CNC(=O)C2CCN(Cc3cnn(-c4ccccc4)c3-n3cccc3)CC2)c1	19	-3	-6	-11	-14	2	-0.002	102	1.1
COc1ccc(C2CC(C(F)(F)F)n3nc(C(=O)N(C)Cc4cn(C)nc4C)c(Cl)c3N2)cc1 (configuration not stated)	28	-2	14	-18	10	2	0.74	86	0.9
O=S(=O)(c1ccc2c(c1)OCCO2)N1CCC(c2nc3ccccc3[nH]2)CC1	27	-2	-16	9	-28	1	0.33	89	0.9
CCOC(=O)c1sc(NC(=O)CSc2nnc(-c3ccco3)o2)c(C(=O)OCC)c1C	10	-5	-5	0	-1	9	-0.095	87	0.9
CCOCCCNC(=O)c1ccccc1Br	-4	-2	8	-3	12	6	-0.5	88	1
CC(=O)Oc1ccc2oc3c(c2c1)C(=O)CCC3	-4	-8	13	5	1	5	-0.48	106	0.9
O=C(NCc1ccc2c(c1)OCO2)C1CCCN1C(=O)Nc1ccccc1 (configuration not stated)	16	-2	-3	-8	8	0	0.82	65	1
O=C(COc1ccc(Cl)cc1Cl)NC(=O)N1CCOCC1	0	-11	7	-8	1	8	-0.74	90	1.1
CCOC(=O)c1ccccc1NC(=O)CSc1nc2ccccc2n1CC(=O)N1CCCC1	10	-5	-1	2	-8	10	3.5	109	0.9
COc1ccccc1-c1cc(C(=O)NCc2ccc(F)cc2)no1	27	-3	-16	-7	-24	5	-1.3	93	0.8
CCC(C)[C@@H](NC(=O)OC(C)(C)C)c1nnc(S(=O)(=O)Cc2cccc(C)c2)o1 (some centres not stated)	18	-2	-21	-6	-5	12	nt	-17*	1
